Screening results (PubChem BioAssay)
3T3 cytotox = NIH 3T3 cell cytotoxicity | NIH 3T3 viability, CellTiter-Glo ATP luminescence, 48-72 h | Potency, µM (top dose mostly 96.7 µM), inactives show at the highest dose activity change, negative = cytotoxicity, hits mostly inhibitors | 4.3% of 94,000 active | AID 1345082; also: potency is read from the fitted curve at half-maximal effect; nearly all actives have a fitted effect of over 55% in size
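Luminescent ATP readout (CellTiter-Glo, 10 min RT) after 48 or 72 hr compound exposure of NIH 3T3 cells seeded at 400 cells/well in 1536-well format; quantitative HTS.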
FLuc inh = Photinus pyralis luciferase inhibition | AID 1347043 | purified P. pyralis luciferase, luminescence, biochemical | Potency, µM (doses to about 115 µM), inactives show top-dose activity change, negative = inhibition, most hits filed as inhibitors | P08659 | 2.5% of 76,000 active; also: potency is read from the fitted curve at half-maximal effect; nearly all actives have a fitted effect of over 65% in size
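Cell-free enzyme assay, 10nM P. pyralis luciferase, luciferin and ATP each at 10uM. Inhibition profiled over a 6-point titration, read as luminescence.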
HEK cytotox = HEK 293 cell cytotoxicity | 6.6% of 94,000 active | HEK 293 viability, ATP luminescence (CellTiter-Glo), 48-72 h | Potency, µM (series often up to 115 µM), without a hit: top-dose activity change, negative = cytotoxicity, usual class: inhibitors | AID 1345083; also: potency is read from the fitted curve at half-maximal effect; nearly all actives have a fitted effect of over 60% in size
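HEK 293 seeded at 250 cells/well receive compound via pintool. After 48 or 72 hr at 37 degree Celsius, 5% CO2 and 95% humidity, CellTiter-Glo is dispensed and luminescence read following 10 min at room temperature.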
HEK293 viab = reduces viability of HEK-293 SNCA reporter cells. HEK-293-SNCA-luc viability, GF-AFC fluorescence, 24 h. 0.12% of 150,000 active. Potency, µM (series often up to 57.1 µM), for the others: at the top dose activity change, negative = cytotoxicity, usual class: cytotoxic;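 also: potency is read from the fitted curve at half-maximal effect; 0% = DMSO-treated cells and -100% = medium-only wells without cells; nearly all actives have a fitted effect of over 30% in size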
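HEK-293-SNCA-luc cells (1500/well) plated 24 h, then exposed 24 h to a dilution series; GF-AFC added 30 min at 37C, fluorescence 405/540 nm; normalised to medium-only and DMSO wells, Hill fit.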
GPT2 inh = GPT2 alanine aminotransferase inhibition; Recombinant GPT2, coupled pyruvate oxidase/HRP Amplex Red fluorescence; Potency, µM (doses to about 57.7 µM), without a hit: at the highest dose activity change, negative = inhibition, most hits filed as inhibitors; 0.25% of 100,000 active; AID 1671188; also: potency is read from the fitted curve at half-maximal effect; nearly all actives have a fitted effect of over 60% in size; many of its hits are not listed in these tables
Target sequence (Q8TD30 whole entry, looked up): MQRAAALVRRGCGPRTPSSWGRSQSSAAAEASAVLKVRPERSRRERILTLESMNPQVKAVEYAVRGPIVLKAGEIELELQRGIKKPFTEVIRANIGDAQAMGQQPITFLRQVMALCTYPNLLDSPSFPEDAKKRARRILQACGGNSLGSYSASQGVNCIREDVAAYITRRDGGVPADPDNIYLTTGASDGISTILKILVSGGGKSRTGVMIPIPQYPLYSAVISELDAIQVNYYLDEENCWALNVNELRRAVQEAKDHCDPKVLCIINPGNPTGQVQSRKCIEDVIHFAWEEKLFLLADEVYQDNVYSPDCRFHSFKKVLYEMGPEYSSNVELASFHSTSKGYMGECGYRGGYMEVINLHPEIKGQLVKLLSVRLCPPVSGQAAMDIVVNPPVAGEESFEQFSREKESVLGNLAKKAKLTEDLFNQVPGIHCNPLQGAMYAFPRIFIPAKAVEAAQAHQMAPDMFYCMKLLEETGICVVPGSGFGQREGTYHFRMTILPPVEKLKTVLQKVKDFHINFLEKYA
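Inhibition is scored from Amplex Red fluorescence generated when pyruvate oxidase and HRP act on pyruvate released by GPT2. Reactions contain 10ng/uL enzyme, 250uM a-KG and 2mM L-alanine and run 30 min at room temperature.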
IP6K1 inh = blocks human inositol hexakisphosphate kinase 1 | IP6K1 kinase, ADP-Glo luminescence, 2 h; hits give low values | activity change, % (series mostly up to about 58 µM) | 0.81% of 140,000 active; in the data active = activity change below about -25%
Target sequence (Q92551 whole entry, looked up): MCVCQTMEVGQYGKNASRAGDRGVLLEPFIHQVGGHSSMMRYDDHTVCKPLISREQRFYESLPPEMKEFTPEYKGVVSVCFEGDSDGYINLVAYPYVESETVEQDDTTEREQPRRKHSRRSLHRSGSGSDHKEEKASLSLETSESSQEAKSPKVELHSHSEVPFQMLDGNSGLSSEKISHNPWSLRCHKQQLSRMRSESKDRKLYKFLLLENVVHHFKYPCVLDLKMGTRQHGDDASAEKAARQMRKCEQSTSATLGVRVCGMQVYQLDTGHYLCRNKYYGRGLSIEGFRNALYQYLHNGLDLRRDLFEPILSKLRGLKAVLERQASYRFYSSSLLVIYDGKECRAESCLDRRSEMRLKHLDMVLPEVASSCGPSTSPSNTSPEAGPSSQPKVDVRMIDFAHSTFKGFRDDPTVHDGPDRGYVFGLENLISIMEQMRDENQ
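ADP-Glo luminescence measures ADP made by human IP6K1 during a 2 h RT reaction with ATP/IP6 (mix at 1.3 mM/130 uM); top library doses 57.5 and 19.1 uM final.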
SNCA expr inh = reduces expression of the alpha-synuclein gene. HEK-293 SNCA-luciferase knock-in, luminescence, 24 h. Potency, µM (doses to about 57.2 µM), inactives show at the top dose activity change, negative = inhibition, usual class: inhibitors. 0.17% of 140,000 active;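 also: potency is read from the fitted curve at half-maximal effect; plate controls were DMSO cells for no effect and cell-free wells for full effect; nearly all actives have a fitted effect of over 45% in size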
Active calls of the source: *; i = inactive; ? = inconclusive; · = no result given; & = joins results of further samples; [ ] = another dose, or the depositor's remark. Unless noted, calls follow the shape of the dose curve; as a rule, active = well fitted curve in the direction sought with a large enough effect; inconclusive = small, poorly fitted or top-dose-only effect, or another doubt; inactive = no such curve, though single readings can be large; an effect the other way counts as inactive or inconclusive. Unless noted, % is scaled to controls: 0 for no effect and ±100 for the full control effect.

SMILES	3T3 cytotox	FLuc inh	HEK cytotox	HEK293 viab	GPT2 inh	IP6K1 inh	SNCA expr inh
CN(C)c1ccc(C(=O)N2CCC(n3cc(-c4nc(-c5ccccc5)no4)nn3)C2)cc1 (configuration not stated)	?	?	45µM*	2%	i	3	12%
Cc1c(CNC(=O)c2ccc3nc(-c4ccc(F)cc4)cn3c2)cnn1C	-22%	45µM*	?	-1%	-9%	21	50%[activator]
Cc1cc(C(=O)NCCCOC(C)C)c2c(C3CCNC3)noc2n1 (configuration not stated)	-6%	·	-7%	9%	4%	5	-15%
COc1cccc(CN2CCCCCNC(=O)[C@@H]3CCC[C@@H]32)c1OC	?	-5%	-31%	-3%	-10%	-3	-2%
CCc1cccc(C)c1NC(=O)CN1C(=O)NC2(CCC(C)CC2)C1=O (configuration not stated)	i	1%	5%	-2%	4%	-5	5%
Cc1cccc(C(=O)N2CCCCCNC(=O)[C@@H]3CCCC[C@@H]32)c1	-5%	3%	-16%	-12%	0%	-12	-8%
O=C1NC2(CCCN(C(=O)c3ccc(C(F)(F)F)cc3)C2)Oc2ccccc21 (configuration not stated)	-12%	-3%	?	4%	3%	8	35%[activator]
CC1CC2C3CCC4=CC(=O)C=C[C@]4(C)[C@@]3(F)[C@@H](O)C[C@]2(C)[C@@]1(O)C(=O)CO (some centres not stated)	·	·	·	-3%&4%	2%	·	5%&6%
COC(=O)c1sc2cccc(F)c2c1S(=O)(=O)N1CCN(c2cccc(OC)c2)CC1	·	·	·	-7%	·	-3	-3%
COc1ccc(-c2nc(SCC(=O)Nc3ccc4c(c3)OCCO4)c(-c3ccc(F)cc3)[nH]2)cc1	·	·	·	-9%	·	-14	-14%
COc1ccc(-c2nc3c(c(-c4ccccc4)n2)CN(C(C)=O)CC3)cc1	-29%	-13%	4%	10%	4%	-10	26%
O=C(c1ccc(=O)[nH]c1)N1CCCC(CCc2cccc(C(F)(F)F)c2)C1 (configuration not stated)	?	0%	?	0%	-8%	10	-20%
Cc1ccccc1CN1CCC2(CC1)COCCN2C(=O)OCc1ccccc1	?	-6%[172 µM]	100µM*	1%[87.6 µM]	-5%[88.5 µM]	-1	-15%[87.6 µM]
CCCCCN1C(C(=O)c2ccccc2)=C(NC(=O)c2ccccc2Cl)c2ccccc2S1(=O)=O	·	·	·	6%	·	-14	17%
Cc1nn(-c2ccccc2)c2c1C(C1CC1)N(C1CCN([S+](C)(=O)[O-])C1)C2=O (configuration not stated)	?	·	?	·	·	-7	·
CC(=O)NC1(C)CCN(Cc2ccc(Nc3ccc(N4CCOCC4)c(F)c3)cc2)C1 (configuration not stated)	?	-17%[172 µM]	?	3%[87.6 µM]	?	-4	127%[activator][87.6 µM]
COc1cccc(CNC(=O)CN2C(=O)COc3ccc(S(=O)(=O)N4CCCCC4)cc32)c1	·	·	·	-7%	·	-9	5%
CCc1nc(-c2cc(S(=O)(=O)N3CCN(c4ccccc4)CC3)ccc2OC)no1	·	·	·	-15%	·	0	17%
CC(=O)N1CCN(C(=O)C2(C)CCc3cnc(Nc4ccccc4)nc32)CC1 (configuration not stated)	?	3%[172 µM]	-1%[172 µM]	2%[87.6 µM]	0%[88.5 µM]	5	3%[87.6 µM]
O=C1NC2(CCCN([S+](=O)([O-])c3ccsc3)C2)COc2ccccc21 (configuration not stated)	?	-13%	?	-16%	?	17	-12%
Cc1ccc(C(=O)N[C@H]2CO[C@H]3[C@@H]2OC[C@@H]3n2cc(-c3ccccc3)nn2)cc1	?	-20%[172 µM]	?	-14%[87.6 µM]	i	5	-30%[87.6 µM]
CCN1C[C@H]2COc3ccccc3[C@H]2N(C(=O)c2ccccc2OC)CCC1=O	?	·	?	·	·	4	·
N=S(=O)(O)Cc1noc2ccccc12	·	·	·	-11%	i	·	12%
Cc1cc(C)c(NC(=O)CSc2ncc(S(=O)(=O)c3ccc(C(C)(C)C)cc3)c(=O)[nH]2)c(C)c1	·	·	·	10%	·	6	-1%
COc1cccc(NC(=O)C2(C)CCCc3cnc(N(C)C)nc32)c1 (configuration not stated)	?	6%[172 µM]	?	-15%[87.6 µM]	?	5	?

Reprinted at random: 3 compounds from above, in no set order.
SMILES	3T3 cytotox	FLuc inh	HEK cytotox	HEK293 viab	GPT2 inh	IP6K1 inh	SNCA expr inh
N=S(=O)(O)Cc1noc2ccccc12	·	·	·	-11%	i	·	12%
O=C(c1ccc(=O)[nH]c1)N1CCCC(CCc2cccc(C(F)(F)F)c2)C1 (configuration not stated)	?	0%	?	0%	-8%	10	-20%
CN(C)c1ccc(C(=O)N2CCC(n3cc(-c4nc(-c5ccccc5)no4)nn3)C2)cc1 (configuration not stated)	?	?	45µM*	2%	i	3	12%

Next part
SMILES	3T3 cytotox	FLuc inh	HEK cytotox	HEK293 viab	GPT2 inh	IP6K1 inh	SNCA expr inh
CCN(CC)C(=O)N1CCCC(Cc2ncc(C)n2Cc2ccccc2)C1 (configuration not stated)	-30%	-6%	?	-3%	-15%	-14	14%
COc1ccc(OC)c(CNC(=O)CN2CC3CC(C2)[C@H]2CCCC(=O)N2C3)c1 (some centres not stated)	i	-1%	-2%	3%	-3%	16	-30%
O=C1CCN(CC(O)Cc2ccccc2)c2ccc(F)cc2CN1CC1CC1 (configuration not stated)	?	·	?	·	·	3	·
Cc1nc2c(cnn2-c2ccccc2Cl)c(=O)n1-c1ccc(C(C)C)cc1	·	·	·	8%	·	18	?
COc1ccc(Cn2c(=O)c3cccnc3n(Cc3cccc(F)c3)c2=O)cc1	·	·	·	14%	·	11	-8%
COc1cccc(CNC(=O)Cn2c(-c3ccc(F)cc3)nc(C)cc2=O)c1	?	2%	?	-29%	-6%	0	?
O=C(c1ccc(F)c(F)c1)N1CCC[C@H]1c1nc(-c2ccccc2Cl)no1	-29%	-4%	?	-19%	i	1	3%
COc1ccccc1C(=O)N1CCCCCC1CN1CCOCC1 (configuration not stated)	3%	-1%	i	-5%	i	-16	1%
CC(=O)Nc1cccc(NC(=O)CSc2nccn2Cc2ccccc2)c1	·	·	·	-1%	·	-8	28%
CC(C)(C)OC(=O)N1CCC(c2nnc(SCc3ccccc3F)o2)CC1	·	·	·	-3%	·	-2	-12%
COc1ccc(NC(=O)COCc2cc(-c3ccco3)on2)cc1Cl	·	·	·	3%	·	-22	-5%
Cc1cccc(NC(=O)CN2C(=O)COc3ccc(S(=O)(=O)N4CCC(C)CC4)cc32)c1C	·	·	·	-7%	·	-5	-6%
O=C(CC[C@H]1NC(=O)c2ccccc2NC1=O)Nc1nnc(C2CC2)s1	?	-4%	6%	2%	3%	15	-20%
O=C(c1ccc(Br)o1)N1CCCN(c2cc(-c3ccc(F)cc3)[nH]n2)CC1	?	-16%	?	-5%	-19%	-6	-2%
COc1cccc(CN2C(=O)C3(SCC(=O)N3c3ccc(C)c(Cl)c3)c3ccccc32)c1 (configuration not stated)	·	·	·	-4%	·	0	-23%
O=Cc1ccccc1-c1ccccn1	-17%[174 µM]	·	-23%[230 µM]	-4%[87.6 µM]	-4%[88.5 µM]	-11	?
O=C(Nc1ccccc1)NC1CCN(Cc2cccc(-c3ccc(F)c(F)c3)c2)CC1	16µM*	·	20µM*	-26%	-29%	-2	-2%
CCCn1c(C)cnc1C1CCN(C(=O)C2CCCC2)C1 (configuration not stated)	-5%	2%	0%	10%	-3%	12	11%
CN(C)c1cccc(C(=O)N2CCC(c3c[nH]c4ccccc34)(c3c[nH]c4ccccc34)CC2)c1	·	·	·	-2%	·	-6	87%[activator]
COc1ccc(-n2c(=O)c3ccccc3n(Cc3ccc(F)cc3Cl)c2=O)cc1OC	·	·	·	-6%	·	-2	17%
CCc1ccc(CN2CCOC(Cc3ccc(OC)cc3)C2)o1 (configuration not stated)	-32%	0%	?	-6%	2%	7	19%
CCn1nc(C)c(-c2cc(C(=O)NCC3Cn4cccc4CN3C)no2)c1C (configuration not stated)	-15%	-8%	2%	-10%	3%	-10	3%
O=C(c1ccccc1)N1CCC(Oc2cccc(F)c2)(C(=O)O)CC1	i	-1%	-1%	3%	?	2	5%
COc1ccc(-c2nn(-c3ccccc3)cc2CN2CCCC(C#N)C2)c(F)c1 (configuration not stated)	-3%	-2%	?	-16%	-8%	-1	-23%
COc1ccc(NC(=O)Cn2cc(C(=O)c3cccs3)c3ccccc32)cc1	·	·	·	?	·	-7	-1%

The listing continues:
SMILES	3T3 cytotox	FLuc inh	HEK cytotox	HEK293 viab	GPT2 inh	IP6K1 inh	SNCA expr inh
CN1CCCN(CC(=O)N2CCN(C)C3(CCNC(=O)CC3)C2)CC1 (configuration not stated)	i	9%	i	-7%	-8%	13	?
OCC1(O)CCN(C2CCN(c3ccc4c(c3)OCO4)CC2)CC1	-9%	-6%	-3%	-1%	?	-4	1%
COc1ccc(NC(=O)Cn2cccc2-c2nc(-c3ccccc3)no2)cc1	i	6%	6%	-8%	i	6	8%
COc1cccc(CCC(=O)N2CCN(C(=O)c3nnn4c3COC(c3ccc(C)cc3)C4)CC2)c1 (configuration not stated)	-14%	10%	?	-3%	-9%	6	-16%
CCOc1ccccc1NC(=O)c1sc2nc(-c3ccc(OC)cc3)ccc2c1N	·	·	·	?	·	9	61%[activator]
O=c1c2oc3ccccc3c2n(Cc2cccc(Cl)c2)c(=O)n1Cc1ccc2c(c1)OCO2	·	·	·	-11%	·	24	26%
CCC(Oc1ccccc1)C(=O)N1CCN(Cc2cc(=O)n3nc(-c4cccc(C)c4)sc3n2)CC1 (configuration not stated)	·	·	·	-6%	·	2	-22%
COc1ccccc1CN1CCC(CNC(=O)c2cnn(-c3ccc(C)c(C)c3)c2C2CCN(C(=O)OC(C)(C)C)CC2)CC1	·	·	·	?	·	-6	?
CC(=O)c1ccc(NC(=O)Cn2c(-c3ccc(Cl)cc3)nc(C)cc2=O)cc1	?	-6%	45µM*	-19%	i	11	0%
Cc1noc2c(-c3cccnc3N3CCOCC3)cc(-c3ccccc3)nc12	?	13%[172 µM]	?	4%[87.6 µM]	4%[88.5 µM]	5	6%[87.6 µM]
Cc1noc2c(NCCc3ccccn3)cc(-c3ccc(Cl)cc3)nc12	?	3%[172 µM]	?	-18%[87.6 µM]	-16%[88.5 µM]	-4	-18%[87.6 µM]

Some of the entries so far, in markdown:
| Compound | 3T3 cytotox | FLuc inh | HEK cytotox | HEK293 viab | GPT2 inh | IP6K1 inh | SNCA expr inh |
| --- | --- | --- | --- | --- | --- | --- | --- |
| CCOc1ccccc1NC(=O)c1sc2nc(-c3ccc(OC)cc3)ccc2c1N | · | · | · | ? | · | 9 | 61%[activator] |
| O=c1c2oc3ccccc3c2n(Cc2cccc(Cl)c2)c(=O)n1Cc1ccc2c(c1)OCO2 | · | · | · | -11% | · | 24 | 26% |
| CCC(Oc1ccccc1)C(=O)N1CCN(Cc2cc(=O)n3nc(-c4cccc(C)c4)sc3n2)CC1 (configuration not stated) | · | · | · | -6% | · | 2 | -22% |
| COc1ccccc1CN1CCC(CNC(=O)c2cnn(-c3ccc(C)c(C)c3)c2C2CCN(C(=O)OC(C)(C)C)CC2)CC1 | · | · | · | ? | · | -6 | ? |
| CC(=O)c1ccc(NC(=O)Cn2c(-c3ccc(Cl)cc3)nc(C)cc2=O)cc1 | ? | -6% | 45µM* | -19% | i | 11 | 0% |
